Compound activity (PubChem)
Xi reactivation: reactivates the inactive X chromosome in mouse fibroblasts. XiGFP mouse fibroblasts, % GFP-positive cells imaging, 3 d; cells co-treated with 5-aza-dC sensitizer; scaled so ellipticine positive control = 100%. activation, % at 7.58 µM. 0.055% of 360,000 active. AID 743238;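 active means mean normalized replicate activation at least 10% and every replicate at or above 10%; inconclusive means only one of the two criteria met; inactive means mean below 10% and not all replicates reach 10%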;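 further: 0% = median of on-plate neutral control wells and 100% = ellipticine 6 µM median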
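Schedule: 3 d treatment, 15 min room-temperature fixation; system: 68-5-11 XiGFP fibroblast line; buffer or medium: DMEM plus 5-aza-dC sensitizer; control set: ellipticine 6 µM positive control; compound: one concentration, pinned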
S100A4 inh HTS: S100A4-myosin IIA interaction inhibition | S100A4/TAMRA-MyoIIA peptide fluorescence polarization | 0.14% of 360,000 active | inhibition, % at 10.7 µM;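 active means mean inhibition of at least 70% across replicates, with every replicate also reaching that level; inconclusive means mean inhibition reaches 70% but some replicates fall short; inactive means mean inhibition below 70%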
Target sequence (P26447 whole entry, looked up): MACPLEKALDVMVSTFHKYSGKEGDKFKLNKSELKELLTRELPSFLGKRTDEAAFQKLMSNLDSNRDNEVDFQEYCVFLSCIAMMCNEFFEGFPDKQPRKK
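Test system: S100A4 monomer protein; Medium: HEPES pH 7.2 with CaCl2, KCl, NaCl, DTT, Triton; Probe or stimulus: TAMRA-labelled myosin IIA heavy-chain peptide probe, 5 nM; Doses: one dose per compound; Times: polarization read 5 min after assay mix addition, stable 5–60 min; Benchmarks: neutral control DMSO, positive control TFP.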
EWS-Fli block: inhibitors of EWS/Fli oncoprotein transcriptional activity; A673 NR0B1-luciferase reporter, viability-normalised; inhibition, % at 12.6 µM; 0.67% of 350,000 active;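 active means mean inhibition of at least 50% after viability correction, with every replicate also passing that limit; inconclusive means mean reaches 50% but only one of two replicates passes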;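 further: firefly luciferase signal divided by Alamar Blue viability fluorescence both relative to DMSO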
RAD52 inh: RAD52 (human) annealing inhibition; P43351; recombinant RAD52 DNA annealing, FRET fluorescence; inhibition, % at 18.7 µM; 0.46% of 360,000 active; AID 651710;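 active means every replicate showing at least 50% inhibition; inconclusive means mean inhibition at least 50% but not in every replicate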
Target sequence (P43351 whole entry, looked up): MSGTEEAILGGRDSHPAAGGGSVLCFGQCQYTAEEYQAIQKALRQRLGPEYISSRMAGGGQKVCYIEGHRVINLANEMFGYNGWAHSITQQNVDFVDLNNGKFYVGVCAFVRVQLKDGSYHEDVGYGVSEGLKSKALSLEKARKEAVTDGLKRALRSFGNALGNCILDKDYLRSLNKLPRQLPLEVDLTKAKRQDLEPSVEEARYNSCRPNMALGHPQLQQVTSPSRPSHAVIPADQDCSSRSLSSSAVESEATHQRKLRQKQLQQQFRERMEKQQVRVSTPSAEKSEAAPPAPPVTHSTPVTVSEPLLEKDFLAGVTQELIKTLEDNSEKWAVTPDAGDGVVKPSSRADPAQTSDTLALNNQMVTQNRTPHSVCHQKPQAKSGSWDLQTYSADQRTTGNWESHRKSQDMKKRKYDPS
FN deposition inh: fibronectin deposition inhibition | AH1F fibroblasts, Alexa488-fibronectin deposition fluorescence, overnight | inhibition, % at 12.6 µM | 0.086% of 350,000 active;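 active means mean inhibition across replicates of 30% or more, regardless of how many single replicates reach that level; inconclusive means mean under 30% yet at least half of replicates reach 30%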;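 further: positive control wells lacked labelled fibronectin entirely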
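Test system: AH1F fibroblast monolayer depositing Alexa488-labelled fibronectin into matrix. Input: 10000 cells per well. Technique: fluorescence, ex 485 nm, em 525 nm. Buffer or medium: DMEM plus 2% serum, read in PBS. Timing: 1 h cell adhesion before compound, then overnight fibronectin incubation. Compound: single dose, pinned. Read-out basis: inhibition from reduced deposited-fibronectin fluorescence.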
E-selectin induc: E-selectin induction on HUVECs; P16581; 0.37% of 260,000 active; activation, % at 7.58 µM; HUVEC E-selectin immunofluorescence imaging; normalized: neutral wells 0, TNF-alpha wells 100;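 active means mean E-selectin-positive cell signal at least 10% of the positive control, reached in at least 60% of replicates, without over 20% cell loss; inconclusive means no rule given, readout overlaps actives, possibly toxicity-flagged; inactive means the rest, including those meeting only one limit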;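 further: in these data hits start at about 27%; measured in HUVEC primary endothelial cells; signal is the percent of cells scored E-selectin positive by PE staining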
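Read-out basis: % PE-positive cells; Test system: HUVEC primary endothelial cells; Technique: immunofluorescence imaging; Dosing: single-point compound dose.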
esBAF inh: SWI/SNF esBAF complex inhibition. reporter increase, % at 12.5 µM. 2% of 350,000 active. mouse ES cells, Bmi1-luciferase knock-in reporter, 24 h; 100% = twice the neutral-well signal; in the data active means activation above about 40%; inconclusive means no clear call, values can overlap the other calls;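 further: 0% = median of the plate's neutral control wells and 100% = double that signal; a rise in the Bmi1 reporter signal indicates esBAF inhibition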
RAD54 inh: RAD54 (human) branch migration inhibition. Q92698. RAD54 Holliday junction branch migration, FAM/BHQ fluorescence. inhibition, % at 10.4 µM. 0.14% of 360,000 active;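 active means mean normalized replicate activity at least 40 and at least half of replicates scoring 40 or more; inconclusive means only one of the two criteria met; inactive means mean below 40 and under half of replicates reaching 40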;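 further: 0% = median of neutral control wells and 100% = median of positive control wells; inhibitors cause a drop in the FAM fluorescence signal; in these data hits start at about 50%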
An asterisk follows results filed as active; ? = inconclusive; nt = not tested or not shown; & = joins results of further samples.

SMILES | Xi reactivation | S100A4 inh HTS | EWS-Fli block | RAD52 inh | FN deposition inh | E-selectin induc | esBAF inh | RAD54 inh
O=C(O)c1ccc(C(=O)c2ccc3c(c2)C(=O)N(CC2CCCO2)C3=O)cc1 (stereo unspecified) | 0.1 | 0 | 11 | -4 | 9 | nt | nt | 3
Cc1sc2ncnc(Sc3ccccc3C(=O)Nc3ccc(C#N)cc3)c2c1C | 0.6 | 2 | 13 | -8 | 9 | 0.4 | nt | nt
CCNC(=O)C1(C)CCN1CCC(=O)c1ccc(Br)cc1 (stereo unspecified) | 0.0 | -8 | 4 | -63 | 3 | 0.0 | 3 | 6
C[C@@H]1CN([C@@H](C)CO)C(=O)c2cccc(NC(=O)NC3CCCCC3)c2O[C@@H]1CN(C)C(=O)Nc1ccc2c(c1)OCO2 | -0.6 | -3 | -34 | 0 | nt | -0.1 | 6 | -2
CCS(=O)(=O)N1CCC(N2CCN(c3ccccc3)CC2)CC1 | 0.0 | -4 | 7 | -13 | 5 | nt | -1 | 2
COC(=O)c1ccccc1Oc1ccc(NC(=O)CCCl)cc1 | -0.1 | -7 | 12 | -11 | 4 | -1.4 | -4 | 3
COc1ccccc1CNS(=O)(=O)c1ccc(-n2cnnn2)c(C)c1 | 0.1 | 0 | -8 | -5 | -4 | nt | -3 | -14
O=C(C[C@H]1CC[C@@H](NS(=O)(=O)c2ccc(F)cc2)[C@H](CO)O1)N1CCC(Cc2ccccc2)CC1 | -0.7 | 4 | 6 | -9 | nt | -0.8 | -3 | -1
COc1ccccc1NS(=O)(=O)c1cc(NC(=O)Nc2ccccc2)ccc1N1CCCCC1 | 0.0 | -1 | 11 | 2 | -4 | nt | nt | 17
O=C(Nc1ccccc1)[C@@H]1CC=C[C@@H]2CCN(Cc3ccc(Cl)c(Cl)c3)C(=O)[C@@H]21 | -0.1 | -1 | 5 | -1 | -18 | -0.1 | -2 | 4
O=C(NC(=S)N1CCCCC1c1cccnc1)c1ccc(F)cc1 (stereo unspecified) | 0.0 | -1 | 2 | 0 | 4 | nt | 5 | -3
CN(C)C(=O)C[C@H]1CC[C@@H]2[C@H](COC[C@H](O)CN2C(=O)C2CC2)O1 | 0.1 | -4 | 23 | -7 | 0 | 0.1 | -1 | -12
C[C@H]1CN([C@@H](C)CO)C(=O)c2cc(-c3cccnc3)cnc2O[C@@H]1CN(C)C(=O)C1CCCCC1 | 0.0 | nt | -5 | nt | nt | -0.2 | -1 | nt
Cc1ccc(C(=O)Nc2ccccc2Cl)cc1 | 0.0 | 5 | -44 | -12 | 2 | -0.3 | 13 | -8
O=[N+]([O-])c1c(Nc2ccccc2O)ccc2nonc12 | 0.0 | 2 | 4 | -8 | -4 | 7.7 | -9 | -4
COCc1cn(CC[C@@H]2CC[C@@H](NC(=O)Nc3ccc4c(c3)OCO4)[C@H](CO)O2)nn1 | -0.2 | 3 | 6 | -9 | -2 | 0.5 | -3 | -11
C[C@H]1CN([C@@H](C)CO)C(=O)Cc2cc(NC(=O)C3CCCCC3)ccc2O[C@@H]1CN(C)Cc1ccc(C(F)(F)F)cc1 | 0.5 | 7 | 3 | 5 | 0 | 0.1 | -3 | 3
CCCC(O)C#Cc1cnc2c(c1)C(=O)N([C@H](C)CO)C[C@H](C)[C@H](CN(C)Cc1cccc(C(F)(F)F)c1)O2 (stereo partly specified) | -0.4 | -4 | 9 | 7 | nt | -0.1 | 4 | 0
Cc1ccc(OCCC(=O)OCC(=O)NC(=O)c2ccccc2)cc1 | 0.3 | 5 | -4 | -9 | -1 | nt | 9 | 1
CCC(=O)N(C)C[C@@H]1Oc2ncc(C#CC(C)(C)O)cc2C(=O)N([C@H](C)CO)C[C@H]1C | 0.1 | -1 | -8 | -1 | 1 | 0.0 | -3 | -2
Cc1ccc(OCC(=O)N/N=C/c2cccn2C)cc1C | 0.0 | -2 | -3 | -7 | 11 | nt | -5 | nt
COc1ccc(Cl)c(OC)c1C(=O)NC(=O)Nc1nc(C)nc(C)n1 | 0.0 | 0 | 3 | -4 | nt | 0.1 | -5 | -2
COc1ccc(-c2ccc(C3[C@@H]4CN(Cc5cccc(OC)c5)C[C@H]3N4)cc2)cc1 (stereo partly specified) | 0.0&0.1 | 15 | -5&-6 | 67* | 28&-5 | -0.2&0.6 | nt | nt
CN1c2ccccc2C(=O)NC1c1ccc([N+](=O)[O-])s1 (stereo unspecified) | 0.1 | 10 | 5 | 8 | -11 | 0.5 | nt | nt
CCC(=O)N1C[C@H](C)[C@@H](OC)CN(C)C(=O)c2cc(NC(=O)c3ccccc3)ccc2OC[C@H]1C | -0.3 | 13 | -11 | -2 | -19 | 0.4 | -19 | -7

Of the compounds above, two contain a nitro group on carbon:
SMILES | Xi reactivation | S100A4 inh HTS | EWS-Fli block | RAD52 inh | FN deposition inh | E-selectin induc | esBAF inh | RAD54 inh
O=[N+]([O-])c1c(Nc2ccccc2O)ccc2nonc12 | 0.0 | 2 | 4 | -8 | -4 | 7.7 | -9 | -4
CN1c2ccccc2C(=O)NC1c1ccc([N+](=O)[O-])s1 (stereo unspecified) | 0.1 | 10 | 5 | 8 | -11 | 0.5 | nt | nt

Back to the main list, starting three compounds before the break.
SMILES | Xi reactivation | S100A4 inh HTS | EWS-Fli block | RAD52 inh | FN deposition inh | E-selectin induc | esBAF inh | RAD54 inh
COc1ccc(-c2ccc(C3[C@@H]4CN(Cc5cccc(OC)c5)C[C@H]3N4)cc2)cc1 (stereo partly specified) | 0.0&0.1 | 15 | -5&-6 | 67* | 28&-5 | -0.2&0.6 | nt | nt
CN1c2ccccc2C(=O)NC1c1ccc([N+](=O)[O-])s1 (stereo unspecified) | 0.1 | 10 | 5 | 8 | -11 | 0.5 | nt | nt
CCC(=O)N1C[C@H](C)[C@@H](OC)CN(C)C(=O)c2cc(NC(=O)c3ccccc3)ccc2OC[C@H]1C | -0.3 | 13 | -11 | -2 | -19 | 0.4 | -19 | -7
C[C@H]1CN([C@@H](C)CO)C(=O)c2cc(/C=C/c3ccccc3)cnc2O[C@H]1CN(C)Cc1ccccc1 | 0.0 | 7 | 2 | 23 | -9 | -0.2 | -4 | 2
Cc1noc(C)c1S(=O)(=O)N(C)C[C@H]1OCCCC[C@H](C)Oc2ccc(NC(=O)CCCN(C)C)cc2C(=O)N([C@@H](C)CO)C[C@@H]1C | 0.1 | -2 | -8 | 13 | nt | -0.2 | nt | nt
Cc1c(Cl)cccc1NC(=O)NCCCN1CCCC1=O | 0.2 | -9 | -3 | -13 | 5 | nt | -1 | 4
CCOC(=O)COc1c(/C=N\O)cc(Cl)cc1OC | 0.0 | 33 | 8 | -6 | -10 | nt | nt | nt
Cc1c(C(=O)NCc2cccc(C(F)(F)F)c2)sc(=O)n1Cc1ccccc1F | 0.0 | 4 | 4 | -27 | -3 | nt | 4 | -15
CCN(C(=O)COC(=O)CN1C(=O)c2ccccc2C1=O)c1ccccc1 | 0.0 | -6 | 2 | -8 | -2 | -0.8 | -3 | -8
Cc1ccc2nc3n(c(=O)c2c1)-c1ccccc1C(=O)NC3CC(C)C (stereo unspecified) | 0.0 | -1 | -1 | -7 | -1 | -1.3 | nt | nt
Cc1nnc(SCC(=O)NNC(=O)C(C)C)[nH]c1=O | 0.0 | -5 | -21 | -10 | nt | nt | nt | 0
O=C(Nc1ccc(N2CCN(C(=O)c3ccccc3)CC2)c(Cl)c1)c1ccc(Br)o1 | nt | -12 | -8 | -8 | nt | nt | 1 | nt
CO[C@H]1CN(C)C(=O)c2ccc(NC(=O)Nc3ccccc3)cc2OC[C@H](C)N(C(C)=O)C[C@@H]1C | -0.5 | -9 | nt | 12 | nt | 0.1 | nt | nt
O=C(C[C@H]1CC[C@@H]2[C@H](COC[C@@H](O)CN2Cc2cccc(C(F)(F)F)c2)O1)NCc1ccncc1 | -0.1 | -3 | 2 | 18 | -3 | 0.1 | -3 | -5
CC1CC2(CCCC2)N(C(=O)c2ccccc2)Cc2ccccc21 (stereo unspecified) | 0.1 | -1 | 12 | 0 | -9 | nt | -5 | 3
CCC(=O)Nc1ccc2c(c1)nc(CCN1CCCCC1)n2C | 0.0 | -11 | -5 | 3 | -1 | nt | 2 | 3
COCCn1c(SCC(=O)NNC(=O)Cc2ccccc2)nc2ccccc2c1=O | 0.0 | -4 | 5 | -9 | 3 | -1.0 | nt | nt
COc1ccc(NC(=S)/N=C(\N)Nc2nc(C)c3ccccc3n2)cc1 | 0.2 | 0 | 9 | -16 | -7 | nt | nt | nt
O=C1C=C(c2cccc3c2Oc2ccccc2S3)C[C@@H](c2ccc3c(c2)OCO3)C1 | 0.5 | -17 | 5 | 4 | 11 | -0.1 | nt | nt
CO[C@@H]1CC[C@H]2CCN(C)C(=O)[C@H](C)N(C)C(=O)c3cc(C#N)ccc3OC[C@H]1O2 | 0.2 | 13 | -2 | 12 | -2 | -0.2 | 5 | 7
Cc1ccc(/C(O)=C2/C(=O)C(=O)N(CCN3CCOCC3)C2c2ccccn2)cc1 (stereo unspecified) | nt | nt | nt | nt | -6 | 0.6 | 25 | -4
COc1ccc(C(=O)Cc2cc3cccc(OC)c3oc2=O)cc1 | 0.0 | -16 | -89 | -8 | 1 | nt | ? | 4
Cc1cc(F)ccc1NCc1ccc([N+](=O)[O-])cc1 | 0.1 | -3 | -15 | -5 | nt | nt | nt | nt
Cc1ccccc1N1CCN(Cc2nc(Cc3ccccc3)no2)CC1 | 0.1 | 3 | 7 | -22 | -6 | nt | nt | nt
O=C1Nc2ccc(Br)cc2C1(O)c1ccc(F)cc1 (stereo unspecified) | -0.1 | -4 | -1 | 8 | -11 | 0.2 | 0 | -3
O=C(Nc1cccc(F)c1)N1CCCCN2[C@@H](CO)[C@@H](c3ccc(C#Cc4ccccc4)cc3)[C@@H]2C1 | 6.4 | 0 | 76* | -20 | nt | 0.2 | nt | 7
O=S(=O)(NCc1nnnn1-c1ccc(F)cc1)c1ccc(F)cc1 | 0.1 | -2 | -4 | -2 | -9 | 0.1 | 1 | -9
CO[C@H]1CN(C)C(=O)c2ccc(NC(=O)NC(C)C)cc2OC[C@H](C)NC[C@@H]1C | 0.3 | -7 | nt | -4 | 1 | -0.1 | nt | nt
O=C(Nc1ccccc1F)N1CCCCN2[C@H](CO)[C@@H](c3ccc(-c4cccnc4)cc3)[C@@H]2C1 | 0.2 | -39 | nt | -9 | nt | 0.3 | nt | -11
CCCN(C)C[C@H]1OCCCC[C@@H](C)Oc2ccc(NS(=O)(=O)c3ccc(C)cc3)cc2C(=O)N([C@H](C)CO)C[C@@H]1C | -0.8 | 0 | nt | 8 | nt | 0.1 | nt | 4
COC(=O)c1c(N2C(=O)CC(Sc3ccccc3C(=O)O)C2=O)sc2c1CCCC2 (stereo unspecified) | 0.0 | -2 | 2 | -13 | 9 | nt | nt | nt
O=C(c1ccc2c(c1)OCO2)N1CCN(c2ccc(C(F)(F)F)cn2)CC1 | -0.1 | 2 | -6 | -6 | -1 | nt | nt | nt
